Source: PubChem (several laboratories)
Mtb RmlCD inh = M. tuberculosis RmlC/RmlD inhibition. P9WH09+P9WH11. inhibition, % at 3.6 µM. 0.03% of 160,000 active. AID 1533. RmlC+RmlD coupled enzyme assay, percent inhibition; primary screen in compound mixtures; in the data active = inhibition mostly above about 34%, no sharp cut-off; inconclusive = no clear call, values can overlap the other calls; inactive = mostly below about 22%; note: some results filed as inactive read as strong as hits
Target sequence (P9WH09 whole entry, looked up): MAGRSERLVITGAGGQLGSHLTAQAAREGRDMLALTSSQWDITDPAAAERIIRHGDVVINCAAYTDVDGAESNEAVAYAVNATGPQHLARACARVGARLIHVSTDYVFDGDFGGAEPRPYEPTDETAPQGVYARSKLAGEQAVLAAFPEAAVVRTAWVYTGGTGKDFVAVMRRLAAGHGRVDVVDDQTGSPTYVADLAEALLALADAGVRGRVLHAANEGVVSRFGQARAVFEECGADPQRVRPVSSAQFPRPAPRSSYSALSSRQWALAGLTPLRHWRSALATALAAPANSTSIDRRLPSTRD
Target sequence (P9WH11 whole entry, looked up): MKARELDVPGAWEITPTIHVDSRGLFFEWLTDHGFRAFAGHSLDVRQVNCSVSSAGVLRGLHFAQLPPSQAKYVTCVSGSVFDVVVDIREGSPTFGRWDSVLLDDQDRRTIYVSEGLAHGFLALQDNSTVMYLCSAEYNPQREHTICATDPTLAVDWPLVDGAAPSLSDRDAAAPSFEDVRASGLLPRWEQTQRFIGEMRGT
M. tuberculosis GlmU = inhibition of mycobacterial GlmU enzyme – biochemical, glucosamine-1-phosphate acetyltransferase (AID 1376); M. tuberculosis GlmU acetyltransferase enzyme assay; higher % means a stronger effect; inhibition, %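 (tested at 30 µM in the primary screen)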, or IC50 in µM where a hit was titrated; 0.25% of 220,000 active; in the data active = inhibition above about 13%; inconclusive = no clear call, values can overlap the other calls;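 note: 0% = complete reaction with vehicle and 100% = reaction without substrate; strong numbers were not always called active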
* marks the source's active call; other numbers are inactive results; u = inconclusive; x = not tested or not shown.

structure,Mtb RmlCD inh,M. tuberculosis GlmU
CN(C)CCCN(C(=O)CCc1ccccc1)c1nc2ccc(Br)cc2s1,2.6,-4.1%
CCOC(=O)C1(Cc2cccc(OC)c2)CCCN(Cc2ccc(NC(C)=O)cc2)C1 (configuration not stated),8.5,-0.1%
CC(C)c1nnc(NC(=O)COc2ccccc2[N+](=O)[O-])s1,-6.5,4.5%
Cc1cc(Nc2cccc(F)c2)nc(NCc2ccccc2)n1,-8.0,-3.5%
O=[N+]([O-])c1cc(/C=N\O)ccc1Oc1ccc(F)cc1,6.4,-3.2%
CCc1nnc(SCc2ccc(OC)c(Br)c2)n1N,9.3,0.5%
COc1ccc(C)cc1NC(=O)CSc1nnc(-c2ccc(OC)c(OC)c2)n1N,11.4,2.5%
Cc1ccc(C(=O)NCC(=O)OCC(=O)c2c(N)n(C)c(=O)n(C)c2=O)s1,-8.8,1.8%
CS(=O)(=O)N1CCc2ccccc2C1,x,-0.3%
NS(=O)(=O)c1cccc(NC(=O)COC(=O)Cc2ccc(Cl)cc2)c1,-1.7,6.3%
COc1ccc(N2C(=O)C(=O)/C(=C(/O)c3ccc(C)cc3)C2c2cccnc2)cc1 (configuration not stated),7.1,3.3%
O=C(Cn1ncc(Cl)c(Cl)c1=O)N1CCN(S(=O)(=O)c2ccc3ccccc3c2)CC1,-13.3,1.0%
COc1ccc(OC(=O)C2CC(=O)N(c3ccc(C)cc3)C2)cc1 (configuration not stated),-11.7,-1.3%
OCCCNC(=S)Nc1ccc2nccnc2c1,x,0.2%
O=C(CSC1=Nc2ccccc2C2=NC(CC(=O)NCc3ccco3)C(=O)N12)NCC1CCCO1 (configuration not stated),7.1,0.3%
COCCNC(=O)CN(C(=O)CCC(=O)Nc1ccccn1)c1ccc(F)cc1,14.4,2.5%
CCC(C)(C(=O)NC1CCCC1)N(C(=O)CC1NC(=O)NC1=O)c1ccc(C)cc1 (configuration not stated),9.1,-2.5%
Cc1nccn1-c1ccc(C(F)(F)F)cc1NC=O,-2.1,-3.2%
O=C(NC1CCN(Cc2ccccc2)CC1)C1COc2ccccc2O1 (configuration not stated),14.2,-0.5%
Cc1ccc(OCCn2cnc3c(N)ncnc32)cc1,-1.2,-7.1%

Retrieved by structure from the list above:
structure,Mtb RmlCD inh,M. tuberculosis GlmU
Cc1ccc(OCCn2cnc3c(N)ncnc32)cc1,-1.2,-7.1%
NS(=O)(=O)c1cccc(NC(=O)COC(=O)Cc2ccc(Cl)cc2)c1,-1.7,6.3%

The list goes on.
structure,Mtb RmlCD inh,M. tuberculosis GlmU
COc1ccc(-c2c(-c3cccc(C)c3)oc3ccc(-c4ccc5c(c4)OCO5)cc23)cn1,x,-2.1%
NC(=O)CSCc1cccc(Br)c1,-1.5,1.2%
Cc1cc(NC(=O)CCC(=O)N(CC(=O)NC2CCCC2)Cc2ccc3c(c2)OCO3)no1,-14.6,11.3%
OC(C#CCN1CCCC1)(c1ccccc1)c1cccc(F)c1 (configuration not stated),4.7,0.8%
CCn1nnc(-c2ccccc2NC(=O)c2ccc(-n3cnnn3)cc2)n1,11.5,2.3%
CCc1ccccc1NC(=S)N(Cc1ccc(C(=O)O)cc1)Cc1ccc(OC)c(OC)c1,-4.4,0.9%
CCC(=O)Nc1cc(-c2nn3c(C)nnc3s2)ccc1C,-2.4,-3.6%
CCOc1ccc(NC(=O)CSc2ccccc2N)cc1,-12.0,0.0%
O=C(N/N=C/c1ccc(OCC(=O)N2CCOCC2)cc1)c1ccccc1Cl,4.9,0.5%
NC(=O)c1snnc1-c1ccccc1,-3.7,1.6%
Cc1nc2ccc(NC(=O)N(C(C)C)C(C)C)cc2s1,x,11.6%
CCOc1ccc(N2C(=O)CC(Sc3nc(C)cc(C)n3)C2=O)cc1 (configuration not stated),22.0,7.3%
CNC(=S)Nc1ccc(N2CCN(c3ccc(C(F)(F)F)cn3)CC2)nc1,1.8,1.7%
COc1cscc1C(N)=O,-10.5,2.4%
CCOC(=O)CCc1c(C)nc2cc(C3CCCN(C(=O)OC(C)(C)C)C3)[nH]n2c1=O (configuration not stated),u,x
Cc1ccc(-n2c(=O)c3c(n4cnnc24)-c2ccccc2CC32CCCCC2)cc1,-8.8,7.7%
CSc1ncccc1C(=O)OCc1ccccc1,x,-0.7%
CCC(C)NS(=O)(=O)c1ccc(S(=O)(=O)N(CCc2ccc(OC)c(OC)c2)Cc2cccs2)cc1 (configuration not stated),8.9,-1.9%
CCOC(=O)c1c(-c2ccccc2)csc1NC(=O)c1cc(S(=O)(=O)N2CCOCC2)ccc1C,7.4,5.0%
Cc1ccc(N2C(=O)N(CC(=O)N3CCOCC3)C(=O)C2C)cc1 (configuration not stated),-10.0,-2.4%

Reprinted from the part before: 4 compounds; new compounds follow.
structure,Mtb RmlCD inh,M. tuberculosis GlmU
CSc1ncccc1C(=O)OCc1ccccc1,x,-0.7%
CCC(C)NS(=O)(=O)c1ccc(S(=O)(=O)N(CCc2ccc(OC)c(OC)c2)Cc2cccs2)cc1 (configuration not stated),8.9,-1.9%
CCOC(=O)c1c(-c2ccccc2)csc1NC(=O)c1cc(S(=O)(=O)N2CCOCC2)ccc1C,7.4,5.0%
Cc1ccc(N2C(=O)N(CC(=O)N3CCOCC3)C(=O)C2C)cc1 (configuration not stated),-10.0,-2.4%
CCc1nc2ccc(C(=O)Nc3ccc4c(c3)OCO4)cc2nc1CC,-6.2,0.7%
CCN(C(=O)c1sc(N)c(C#N)c1C)C1CCCCC1,-11.9,-0.2%
COc1ccc(C2CC(=O)N3CN(c4ccc(C)c(Cl)c4)CSC3=C2C#N)cc1OC (configuration not stated),7.0,5.2%
O=C(Cc1ccccc1)c1c[nH]c(C(=O)NC2CCCC2)c1,8.1,2.0%
Cc1ccc(-n2[nH]c(C)c(C=Nc3ccc(S(=O)(=O)N4CCOCC4)cc3)c2=O)c(C)c1,-11.6,-0.8%
COC(=O)c1ccccc1NC(=O)CSc1nc2ncccc2[nH]1,0.9,-0.1%
CC(c1ccon1)N(C)C(=O)c1ccc(OC2CCN(C(=O)C3CC3)CC2)cc1 (configuration not stated),-5.8,-4.8%
O=C(O)COc1ccccc1/C=N/NC(=O)c1cc(-c2ccccc2)nc2ccccc12,-0.3,9.3%
CCCC(=O)N(c1ccc(C(=O)O)cc1)c1nc(-c2ccccc2)c(C)s1,x,-3.9%
Cc1ccc2cc(CN(C)S(C)(=O)=O)c(=O)[nH]c2c1,u,1.9%
S=C(Nc1ccccc1)N1CCCCC1,9.0,-3.7%
COc1ccc(C(=O)N2CCN(c3nc4cc(C)ccc4cc3C#N)CC2)c(OC)c1,-5.1,-3.0%
CCN(CC)S(=O)(=O)c1cccc(C(=O)NCCc2ccccc2)c1,x,-3.1%
O=C(Nc1ccccc1C(=O)Nc1cccnc1)c1ccccc1,-3.5,-3.2%
N/C(=N\OCc1ccccc1)c1nonc1N,2.5,6.1%
O=C(O)C/C(=C\c1ccc(Cl)cc1)c1nc2ccccc2o1,-11.6,-5.0%
O=C1C(C2=C(O)c3ccccc3C2=O)=Nc2ccccc21,x,-4.0%
COC(=O)CNC(=O)c1cc(-c2ccncc2)nc2c(C)c(Cl)ccc12,1.5,-2.4%
COc1ccc(C(=O)Nc2nnc(C(F)(F)F)s2)cc1,4.7,-5.0%
O=C(Nc1ccc(F)cc1)C1CC(=O)n2cnnc2N1 (configuration not stated),-5.5,-0.2%
CCCC(=O)N1CCC(O)(c2cccc(F)c2)CC1,-9.9,1.3%
COc1ccc(NC(=O)c2cccc(S(=O)(=O)N3CCc4ccccc43)c2)cn1,0.7,0.3%
O=[N+]([O-])c1cc(Cl)cc(/C=N/NC(=S)Nc2cc(S(=O)(=O)N3CCOCC3)ccc2Cl)c1O,3.1,12.5%
O/N=C/c1ccnc(SCc2ccccc2)n1,-5.9,0.9%
CN(C(=O)Nc1ccccc1)C1CCS(=O)(=O)C1 (configuration not stated),x,2.6%
CCC(=O)N1CCN(c2ccccc2NC(=O)c2ccc(-c3cccc([N+](=O)[O-])c3)o2)CC1,-11.9,-2.3%
CN1CCN(NC(=S)NC(C)(C)CC(C)(C)C)CC1,8.8,6.9%
O=C(NCc1ccccc1)c1cccc(COc2ccc(Cl)cc2)c1,7.0,7.0%
N#Cc1cnc(SCC(=O)c2ccccc2)nc1N,7.2,-3.0%
CN1CCc2nc3ccccc3c(C(=O)OCC(=O)N(CCC#N)c3ccccc3)c2C1,x,-3.0%
OCCN(CCO)c1ncnc2c1sc1nc(N3CCOCC3)c3c(c12)CCCC3,u,-5.2%
C=CCc1ccc(OCCOc2ccc(/C=N/n3cnnc3)cc2OCC)c(OC)c1,x,-4.6%
C(=C\c1ccccc1)/C=N/Nc1ccc2nncn2n1,17.1,-5.3%
CN(C)Cc1ccc(-c2nc3cccc4c3n2CCNC4=O)cc1,x,2.5%
COc1cccc(/C=N/NC(=O)CCc2c(C)n[nH]c2C)c1O,5.9,-1.9%
Clc1cccc(-c2ccnc3nc(-n4cccc4)nn23)c1,-6.0,-1.0%
COc1ccc(Cn2cccc(NC(=O)Nc3cccc(C#N)c3)c2=O)cc1,x,-0.3%
CC1(C)CC(=O)C2=C(C1)c1c(ccc3ccccc13)NC2c1ccco1 (configuration not stated),x,-7.3%
Cc1ccc(NC(=O)c2ccc(NCCN)c([N+](=O)[O-])c2)cc1,-7.7,-3.1%
CN(c1ccc(C(=O)Nc2ccccc2C(F)(F)F)cc1)S(C)(=O)=O,x,0.6%
COc1ccc(NC(=O)c2c(NC(=O)CNCc3ccco3)sc3c2CCC3)c(OC)c1,-7.8,-2.0%
c1ccc2c(c1)N1CCN=C1N2CCN1CCCCC1,8.1,0.5%
COc1ccc(N=Cc2nc(-c3ccccc3)oc2OC(C)=O)cc1,-4.3,2.0%
COc1ccc(N(C(=O)/C=C/c2ccccc2)C2=CC3CCC(C2)N3C)cc1 (configuration not stated),6.9,-6.8%
COCCn1c(CN2CCN(c3ccc(F)cc3)CC2)nc2c1c(=O)n(C)c(=O)n2C,x,-1.9%
C#CCOCCOCCOCCNc1nc(N2CCN(C(=O)[C@H](CCCCN)n3cc([C@@H](N)CO)nn3)CC2)nc(N2CCN(C(=O)[C@H](Cc3cc4ccccc4[nH]3)n3cc([C@@H](N)CO)nn3)CC2)n1,x,-8.8%
CS(=O)(=O)N1CCN(c2cnn(-c3ccccc3)c(=O)c2Cl)CC1,3.4,-5.7%
O=C(O)CCCn1nc(C(F)(F)F)c2c1CCCCC2,-276.5,-3.8%
CC12CCC(c3n[nH]c(=S)nc31)C2(C)C (configuration not stated),10.8,1.9%
CC(=O)NC(Cc1ccccc1F)C(=O)NC1CCN(C(=O)c2cnccn2)CC1 (configuration not stated),-4.0,1.7%
Cc1c(Cl)c(C(F)(F)F)nn1CC(=O)NN,5.9,2.3%
CCCNC(=O)N1[C@H]2CC[C@@H]1C(C(=O)OC)=C(c1cccc(OC)c1OC)C2,x,4.6%
Cc1ccc(N(C)C(=O)C2CCCN2S(=O)(=O)c2ccc3c(c2)n(C)c(=O)c(=O)n3C)cc1 (configuration not stated),x,-4.0%
COc1ccc(CCNC(=O)c2ccc(NS(=O)(=O)c3c(C)noc3C)cc2)cc1OC,1.0,5.3%
COCc1cc(C)n(CC(=O)NC(C)c2ccccc2)c(=O)c1C#N (configuration not stated),-5.2,1.1%
O=C(NCC(=O)N(Cc1ccccc1)C(C(=O)NC1CCCC1)c1ccco1)c1ccco1 (configuration not stated),-4.5,5.8%
CC(=O)c1ccc2c(c1)OCCOCCOc1ccccc1OCCOCCO2,29.8,-7.7%
CCN(Cc1ccccc1)S(=O)(=O)c1ccc(C(=O)Nc2nnc(-c3ccccc3OC)o2)cc1,-7.0,x
CCOC(=O)C(C(=O)Nc1ccccn1)C1CCCCC1 (configuration not stated),x,3.5%
O=C(Cn1c2[n+](c3ccc(C(F)(F)F)cc31)CCCCC2)c1ccc2c(c1)OCCO2,-10.7,-0.5%

The results go on:
structure,Mtb RmlCD inh,M. tuberculosis GlmU
Cc1oc(-c2ccccc2Cl)nc1CSCC(=O)O,51.5,0.4%
CC(C)Cc1ccc(-c2cc(=O)[nH][nH]2)cc1,7.9,0.7%
COc1ccccc1NC(=O)CN1CCN(CC(=O)Nc2ccc(OCc3ccccc3)cc2)CC1,x,-3.4%
Cn1c(N)c(C(=O)CSc2ccc3c(c2)OCCO3)c(=O)n(C)c1=O,-5.2,1.7%
COc1ccc(/C=C/C(=O)NC(=S)Nc2cc3oc4ccccc4c3cc2OC)cc1,5.3,5.2%
Cc1cc(-c2ccc(N3C(=O)CCC3=O)c(C)c2)ccc1N1C(=O)CCC1=O,-4.3,1.9%
Nc1ccc(-c2cnc[nH]2)cc1[N+](=O)[O-],9.8,-3.5%
COc1ccc(N(CC(=O)NC2CCCCC2)C(=O)CNC(=O)c2ccco2)cc1,-4.4,0.0%
COCc1nnc(NC(=O)c2ccc3c(c2)OCO3)s1,-2.8,6.7%

Only part of the results is shown (hit frequency here may not be typical).
